Source: PubChem (several laboratories)
NCOA2 inhibitor: inhibits human steroid receptor coactivator 2. Q15596. HEK293 GAL4-SRC2 luciferase reporter, luminescence. inhibition, % at 9 µM. 370,000 tested, 0.17% active. AID 651957;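 active means inhibition above the mean inhibition of all tested compounds plus 3 SD, set per campaign, cut at about 52% in these data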;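 further: 0% = DMSO treated cells and 100% = cells given Gossypol at 36 µM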
SRC3 inh: human NCOA3 inhibition; HEK293 GAL4-SRC3 luciferase reporter, luminescence; inhibition, % at 3.6 µM; 360,000 tested, 0.17% active; AID 588352;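 active means inhibition above a per-campaign cutoff, the mean of all compounds plus 3 SD, cut at about 60% in these data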;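 further: 0% = DMSO-treated cells and 100% = gossypol-treated cells at 36 µM; higher means less SRC3-driven luciferase light from the GAL4 reporter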
LMP1 NFkB inh: Epstein-Barr LMP1 NF-kappaB reporter inhibition; LMP1-induced NF-kappaB luciferase reporter cells, luminescence; inhibition, % at 12.5 µM; 350,000 tested, 0.69% active; in the data active means inhibition above about 41%;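 further: 0% = neutral control wells and 100% = reference inhibitor control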
NCOA1 inh: human NCOA1 inhibition. 360,000 tested, 0.12% active. HEK293 GAL4-SRC1 luciferase reporter, luminescence. inhibition, % at 3.6 µM. Q15788. AID 588354;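 active means inhibition above the campaign mean plus 3 SD, with each screening campaign given its own cutoff, cut at about 60% in these data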;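 further: 0% = DMSO treated cells and 100% = gossypol at 36 µM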
LRH-1 inv ag: suppresses constitutive activity of human LRH-1. HEK293T StAR-luciferase reporter, LRH-1 transfected, 24 h. 360,000 tested, 0.13% active. AID 602396. O00482. inhibition, % at 3.6 µM;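 active means inhibition above the mean inhibition of all tested compounds plus 3 SD, cut at about 73% in these data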;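 further: 0% = DMSO wells and 100% = reporter-only cells lacking LRH-1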
TROY NFkB inh: blocks TROY-dependent signaling in reporter cells; Q293 LMP1-TROYcd NF-kB luciferase reporter, 4 h; inhibition, % at 10 µM; 360,000 tested, 0.98% active; AID 1347056;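 active means compounds whose plate-normalised and pattern-corrected inhibition of the luciferase reporter signal at the single screening dose is 50% or more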
TLR9-MyD88 inh: blocks human TLR9 binding to MyD88; inhibition, % at 4.98 µM; AID 504734; 340,000 tested, 0.21% active; CHO BLA complementation TLR9-MyD88, CCF4 FRET ratio;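 active means inhibition above the mean over all tested compounds plus 3 SD, cut at about 21% in these data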;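 further: 0% = DMSO only wells and 100% = clavulanate BLA inhibitor control wells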
Target sequence (Q99836 whole entry, looked up): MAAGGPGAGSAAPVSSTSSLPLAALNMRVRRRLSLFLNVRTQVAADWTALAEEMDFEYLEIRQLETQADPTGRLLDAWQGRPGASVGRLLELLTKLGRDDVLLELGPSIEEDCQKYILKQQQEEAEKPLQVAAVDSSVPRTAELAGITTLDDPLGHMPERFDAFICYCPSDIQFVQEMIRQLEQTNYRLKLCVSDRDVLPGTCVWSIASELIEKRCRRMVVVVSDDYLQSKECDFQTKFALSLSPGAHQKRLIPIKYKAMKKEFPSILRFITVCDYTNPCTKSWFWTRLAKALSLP
Target sequence (Q9NR96 whole entry, looked up): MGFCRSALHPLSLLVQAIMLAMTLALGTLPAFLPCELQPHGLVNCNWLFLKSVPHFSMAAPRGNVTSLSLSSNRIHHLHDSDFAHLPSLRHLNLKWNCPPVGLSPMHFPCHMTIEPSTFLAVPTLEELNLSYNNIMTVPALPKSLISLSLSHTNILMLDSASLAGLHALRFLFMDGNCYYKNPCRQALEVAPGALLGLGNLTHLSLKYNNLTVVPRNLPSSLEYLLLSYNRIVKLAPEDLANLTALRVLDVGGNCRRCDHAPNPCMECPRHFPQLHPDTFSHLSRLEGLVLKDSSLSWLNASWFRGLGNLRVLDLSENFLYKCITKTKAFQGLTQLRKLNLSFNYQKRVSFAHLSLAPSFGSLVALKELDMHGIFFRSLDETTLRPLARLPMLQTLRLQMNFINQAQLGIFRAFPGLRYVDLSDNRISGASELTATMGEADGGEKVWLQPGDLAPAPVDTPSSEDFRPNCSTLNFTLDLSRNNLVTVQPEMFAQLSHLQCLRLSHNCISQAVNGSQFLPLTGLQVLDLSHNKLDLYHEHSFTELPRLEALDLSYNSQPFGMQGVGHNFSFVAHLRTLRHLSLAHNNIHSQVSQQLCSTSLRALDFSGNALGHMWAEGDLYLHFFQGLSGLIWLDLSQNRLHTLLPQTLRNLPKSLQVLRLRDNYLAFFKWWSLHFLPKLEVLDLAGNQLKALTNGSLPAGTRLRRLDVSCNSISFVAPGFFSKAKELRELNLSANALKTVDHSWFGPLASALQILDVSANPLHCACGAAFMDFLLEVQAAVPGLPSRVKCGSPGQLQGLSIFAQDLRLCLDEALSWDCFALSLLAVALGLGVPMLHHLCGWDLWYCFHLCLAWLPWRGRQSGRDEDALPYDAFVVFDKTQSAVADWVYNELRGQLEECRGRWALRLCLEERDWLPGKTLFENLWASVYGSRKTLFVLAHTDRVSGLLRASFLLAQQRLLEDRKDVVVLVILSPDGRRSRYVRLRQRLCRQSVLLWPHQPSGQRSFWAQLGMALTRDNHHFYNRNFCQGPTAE
COUP-TFII inh: inhibitors of human COUP-TFII (NR2F2); P24468; HEK293T NGFI-A luciferase reporter, luminescence; inhibition, % at 8.6 µM; 370,000 tested, 0.7% active;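 active means inhibition above a per-plate cutoff, mean inhibition of test wells between control levels plus 3 SD, cut at about 38% in these data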;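 further: cells cotransfected with COUP-TFII expression vector driving the NGFI-A reporter; 0% = median of COUP-TF2 test wells and 100% = reporter-only cells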
Vif imaging: blocks HIV Vif function | inhibition, % at 7.49 µM | HEK293T cells, Vif self-association by quenched fluorescence, imaging, 24 h | 340,000 tested, 0.35% active; in the data active means inhibition above about 50%, passing the limit was not always enough; further: some results filed as inactive read as strong as hits
NOD2-RIPK2 inh: NOD2-RIPK2 protein interaction inhibition; AID 624267; O43353; inhibition, % at 4.98 µM; CHO BLA complementation NOD2-RIPK2, CCF4 ratio; 360,000 tested, 0.38% active; in the data active means inhibition above about 21%;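 further: 0% = vehicle only and 100% = reference blocker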
TRAIL sens C8: sensitizes caspase-8 expressing cells to TRAIL; inhibition (viability loss, TRAIL sensitization), % at 10 µM; 360,000 tested, 1% active; NB7+C8 cells + TRAIL, ATPlite viability luminescence;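 active means compounds causing at least 50% loss of cell viability in the single-dose screen, relative to plate controls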
Active calls of the source: *; . = no result given; & = joins results of further samples. The list is partial; rates above refer to the full screens.

SMILES	NCOA2 inhibitor	SRC3 inh	LMP1 NFkB inh	NCOA1 inh	LRH-1 inv ag	TROY NFkB inh	TLR9-MyD88 inh	COUP-TFII inh	Vif imaging	NOD2-RIPK2 inh	TRAIL sens C8
CCCc1cc(=O)n2[nH]c(NCc3cccs3)nc2n1	-2	-5	4	5	-13	-10	-8	-5	4	1	-5
CC(C)(NO)/C(=N/O)c1ccc(Br)cc1	17	-3	9	-27	12	-8	-2	0	15	3	-4
N#C/C(=C\c1cccc(NC(=O)c2ccccc2Cl)c1)C(=O)NCCc1ccccc1	-2	6	-7	-18	-19	14	7	-9	-1	0	25
Cc1ccc(NC(=O)C(=O)NCCN2CCN(S(C)(=O)=O)CC2)cc1C	25	-7	3	-8	2	-5	-6	-2	17	1	0
COc1cc(C(=O)Nc2cc(Cl)ccc2-n2cncn2)ccc1OC(F)F	19	7	-10	-2	23	5	-1	7	-3	-9	-8
CCOc1ccc(Cl)cc1S(=O)(=O)N1CCC(C(=O)NCC2CCCO2)CC1 (stereo not drawn)	2	-10	3	12	17	-2	6	-21	2	-6	9
Cc1ccc2nc(SCC(=O)N3CCOCC3)[nH]c2c1	-34	-55	-3	-105	-142	-28	-3	-49	-3	0	3
Cc1cccc(Oc2cc(N)cc([N+](=O)[O-])c2)c1	16	21	-2	-14	-11	13	5	13	-8	-1	14
CCCn1ncc(C(=O)NC2CCCN(Cc3ccc(Cl)cc3)C2)c1C (stereo not drawn)	-9	20	5	-4	-16	9	1	-2	0	-2	-21
COc1cc(SC)ccc1C(=O)Nc1cc(C)c(OCC(=O)N2CCOCC2)c(C)c1	6	8	0	-40	-11	-38	-19	-24	-1	-6	21
CCOc1cc(C(=S)N2CCCC2)ccc1OCC(=O)Nc1c(C)cc(C)cc1C	-1	1	8	1	17	18	2	-9	7	-2	2
C#CCN(C[C@H]1[C@H](OC(=O)NC2CC2)[C@H](OC(=O)NC2CC2)C[C@@H](C(=O)OC)[C@H]1C(=O)OC)S(=O)(=O)c1ccc(C)cc1	2	-22	-4	-1	-15	-1	-2	4	-4	6	-12
CC[C@]12c3[nH]c4cc(-c5ccco5)ccc4c3CCN1C(=O)[C@@H](CC(=O)NCc1cccc(C(F)(F)F)c1)C[C@@H]2C(=O)N1CCN(C(=O)c2ccco2)CC1	29	-3	-11	-12	-23	-16	-6	15	.	3	9
NC(=O)[C@@H]1CCCN1Cc1nc(-c2cccs2)no1	10	11	-1	5	12	-6	1	-11	-2	-6	5
CCOC(=O)c1c(NC(=O)c2nn(CC)cc2Br)sc2c1CCCCC2	0	15	25	0	10	-18	-11	-6	10	-4	7
OCC1(Cc2cccc(C(F)(F)F)c2)CCN(Cc2cc3ccccc3o2)CC1	-21	6	-27	10	15	22	-28	2	3	-2	-2
CN1CCCN(C(=O)CC2(CC(=O)O)CCCC2)CC1	-20	-7	2	-4	6	-10	-4	15	1	-11	-1
Cc1ccc(OCc2ccc([N+](=O)[O-])cc2)c([N+](=O)[O-])n1	-13	-45	-27	-120	-59	-57	1	-19	7	-3	-1
CCN(CC)S(=O)(=O)c1ccc(N2CCOCC2)c(NS(=O)(=O)c2ccc(OC)cc2)c1	18	-4	-5	1	0	7	5	10	-10	-4	16
O=C(NC1CCC(C(=O)O)CC1)OCc1ccccc1 (stereo not drawn)	3&7&-11	3&-4&11	-29&9&-5	-10&-13&-16	-5&6&5	-12&-27&18	-3&-2&4	-4&7&3	5&11&-5	-9&-5&-5	7&6&1
Cc1nc2nc(-c3ccco3)[nH]n2c(=O)c1C	-4	10	9	-9	-8	-8	-6	-1	4	-5	19
CC(Oc1ccc2oc(-c3ccccc3)c(C(=O)O)c2c1)C(=O)O (stereo not drawn)	-21	6	-8	0	-36	-4	5	6	4	-4	14
CCOc1ccc2nc(NC(=O)Nc3cccs3)sc2c1	-53	-70	-61	-149	-154	-42	0	-52	-3	-15	46
Cc1cc(NC(=O)CSc2cc(C)c3ccccc3n2)no1	-13	3	6	7	7	1	1	10	-2	-5	3
COc1ccccc1CC(NC(C)=O)C(=O)NC1CCN(C(=O)Nc2ccccc2Cl)CC1 (stereo not drawn)	-13	6	-6	8	2	8	8	-10	2	-1	3

One compound at a time (already shown). Screens in order: NCOA2 inhibitor | SRC3 inh | LMP1 NFkB inh | NCOA1 inh | LRH-1 inv ag | TROY NFkB inh | TLR9-MyD88 inh | COUP-TFII inh | Vif imaging | NOD2-RIPK2 inh | TRAIL sens C8
CCOc1ccc2nc(NC(=O)Nc3cccs3)sc2c1 is listed as -53 | -70 | -61 | -149 | -154 | -42 | 0 | -52 | -3 | -15 | 46
CN1CCCN(C(=O)CC2(CC(=O)O)CCCC2)CC1 is listed as -20 | -7 | 2 | -4 | 6 | -10 | -4 | 15 | 1 | -11 | -1

A draw from above in order of count of non-hydrogen atoms, highest first:
SMILES	NCOA2 inhibitor	SRC3 inh	LMP1 NFkB inh	NCOA1 inh	LRH-1 inv ag	TROY NFkB inh	TLR9-MyD88 inh	COUP-TFII inh	Vif imaging	NOD2-RIPK2 inh	TRAIL sens C8
CC[C@]12c3[nH]c4cc(-c5ccco5)ccc4c3CCN1C(=O)[C@@H](CC(=O)NCc1cccc(C(F)(F)F)c1)C[C@@H]2C(=O)N1CCN(C(=O)c2ccco2)CC1	29	-3	-11	-12	-23	-16	-6	15	.	3	9
C#CCN(C[C@H]1[C@H](OC(=O)NC2CC2)[C@H](OC(=O)NC2CC2)C[C@@H](C(=O)OC)[C@H]1C(=O)OC)S(=O)(=O)c1ccc(C)cc1	2	-22	-4	-1	-15	-1	-2	4	-4	6	-12
COc1ccccc1CC(NC(C)=O)C(=O)NC1CCN(C(=O)Nc2ccccc2Cl)CC1 (stereo not drawn)	-13	6	-6	8	2	8	8	-10	2	-1	3
CCN(CC)S(=O)(=O)c1ccc(N2CCOCC2)c(NS(=O)(=O)c2ccc(OC)cc2)c1	18	-4	-5	1	0	7	5	10	-10	-4	16
CCOc1cc(C(=S)N2CCCC2)ccc1OCC(=O)Nc1c(C)cc(C)cc1C	-1	1	8	1	17	18	2	-9	7	-2	2
OCC1(Cc2cccc(C(F)(F)F)c2)CCN(Cc2cc3ccccc3o2)CC1	-21	6	-27	10	15	22	-28	2	3	-2	-2
CC(Oc1ccc2oc(-c3ccccc3)c(C(=O)O)c2c1)C(=O)O (stereo not drawn)	-21	6	-8	0	-36	-4	5	6	4	-4	14
Cc1cc(NC(=O)CSc2cc(C)c3ccccc3n2)no1	-13	3	6	7	7	1	1	10	-2	-5	3
CCOc1ccc2nc(NC(=O)Nc3cccs3)sc2c1	-53	-70	-61	-149	-154	-42	0	-52	-3	-15	46
O=C(NC1CCC(C(=O)O)CC1)OCc1ccccc1 (stereo not drawn)	3&7&-11	3&-4&11	-29&9&-5	-10&-13&-16	-5&6&5	-12&-27&18	-3&-2&4	-4&7&3	5&11&-5	-9&-5&-5	7&6&1
Cc1cccc(Oc2cc(N)cc([N+](=O)[O-])c2)c1	16	21	-2	-14	-11	13	5	13	-8	-1	14
Cc1nc2nc(-c3ccco3)[nH]n2c(=O)c1C	-4	10	9	-9	-8	-8	-6	-1	4	-5	19

(cont.)
SMILES	NCOA2 inhibitor	SRC3 inh	LMP1 NFkB inh	NCOA1 inh	LRH-1 inv ag	TROY NFkB inh	TLR9-MyD88 inh	COUP-TFII inh	Vif imaging	NOD2-RIPK2 inh	TRAIL sens C8
Nc1ccc(S(=O)(=O)NN=Cc2ccccc2[N+](=O)[O-])cc1	-26	-11	10	-49	-5	2	4	-14	1	-12	-3
O=C(NCc1ccc(Cl)cc1)C1CCC(=O)N(C2CCCCCC2)C1 (stereo not drawn)	-14	24	-1	6	15	-2	-23	1	9	2	4
O=C(Cn1cnc2ccccc2c1=O)c1ccc(Cl)cc1	-31	-49	-15	-64	-43	-47	0	-34	-2	-1	8
CC(=O)NCCCc1nc2ccccc2n1Cc1c(F)cccc1Cl	-8	1	-3	4	-13	-5	-5	14	1	-3	8
COc1ccccc1NC(=O)C(C)OC(=O)/C(=C/c1ccccc1)NC(C)=O (stereo not drawn)	-6	-11	-4	-18	8	-1	-5	11	-5	2	7
COC(=O)[C@]12CCCCC=C1N(Cc1ccc(Cl)cc1Cl)C(=O)[C@H](CC(=O)NCCCN1CCCC1=O)C2	0	.	.	.	-14	-5	.	-7	.	4	-14
CC(=O)Nc1ccc(NC(=O)CSC2=NS(=O)(=O)c3ccccc3N2)cc1	-26	-4	-10	-11	35	-5	1	5	-4	1	-1
O=C(CCc1nnc(COc2ccccc2)o1)NCCc1cccs1	-11	16	-6	-5	-11	-17	-9	12	.	-10	-3
O=C(C1CCCCC1)N1CCN(c2ccccc2F)CC1	4	11	-4	-8	-1	7	-3	0	-3	-7	-2
O=C(O)c1cccc(NC(=S)N/N=C/c2ccccc2OCc2cccc(Br)c2)c1	14	-4	5	-17	-50	-4	-13	-13	-7	-11	5
CN1CCN(C(=O)c2cc3ccccc3oc2=O)CC1	-13	-9	1	-11	11	-10	-11	-4	.	-1	1
CCCC1OC23CCCCC2C(C#N)(C#N)C1(C#N)C(=N)O3 (stereo not drawn)	-11	8	7	1	-14	7	5	0	3	2	3
CN1CCc2cc3c(c4c2C1CC41CCC(=NO)CC1)OCO3 (stereo not drawn)	-15	12	1	-2	-7	7	5	12	-5	-5	1
COc1ccc(CN2CN(c3ccc(Cl)cc3)C(=O)N(n3cnnc3)C2)cc1	3	13	-12	1	-7	-3	0	8	0	-6	-9
Cn1c(SCC(=O)Nc2ccc(N3CCOCC3)cc2)nnc1C(F)(F)F	-10	9	-1	0	24	-10	-6	1	4	-6	11
O=[N+]([O-])c1ccccc1-c1ccc(C(=S)N2CCCCC2)o1	-49	-52	-18	-84	-30	7	5	-24	-2	-9	12
CSC[C@H]1CN(c2ccc(Br)cc2)C(=O)[C@@H]1CC(=O)Nc1ccc(Br)cc1	21	-2	6	10	-22	4	-5	-4	0	2	18
COc1ccccc1OCCNC(=O)CNC(=O)c1ccc(C(C)(C)C)cc1	10	-9	-3	10	4	-14	3	10	7	-3	-11
Cc1ccccc1C(=O)NCCCCc1ccccc1	-8	1	7	6	0	-1	5	-19	-3	2	2
Cc1ccc(NC(=O)Cn2nnc(C(=O)NCc3cccs3)c2N)cc1Cl	-13	-6	3	-9	12	-19	5	-4	-3	-4	-3
Cc1ccc(N2C(=O)C(O)(C(F)(F)F)C3=C2CC(C)(C)CC3=O)cc1 (stereo not drawn)	5	-13	-1	-15	7	-8	-11	-4	0	0	0
O=Cc1c[nH]c2ncccc12	23	2	3	3	-12	5	5	-16	.	-2	2
Cc1ccc(S(=O)(=O)N2CCCCC2)cc1NC(=O)Cn1ncc(Cl)c(Cl)c1=O	-17	-19	-31	0	-22	80*	20	16	10	44*	96*
COc1ccccc1NS(=O)(=O)c1cccc(C(=O)N2CCN(Cc3ccc4c(c3)OCO4)CC2)c1	-4	16	5	-16	7	15	-7	20	-8	-1	10
CN(c1ccc(OCC(=O)O)cc1)S(=O)(=O)c1ccc2ccccc2c1	-35	-3	4	-5	-22	-7	0	-13	15	6	-5
COc1ccc(NC(=O)c2cc(C3CCCCN3S(=O)(=O)c3c(C)noc3C)on2)c(C)c1 (stereo not drawn)	-21	-26	.	-4	-44	-2	.	4	3	-1	-10
